DAX1 inh-1 = inhibitors of DAX1 repression of SF-1 activated StAR promoter; HEK293T StAR-luciferase reporter, SF-1/DAX-1 repression relief; AID 652010; inhibition, % at 6.8 µM; actives 1.1% (n = 370,000);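 active = inhibition above the mean over all tested compounds plus 3 SD, cut at about 3.6% in these data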;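 also: 0% = DAX-1 cells with DMSO and 100% = cells lacking DAX-1 with DMSO; higher inhibition means more luminescence from relief of DAX-1 repression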
hgDAF12 agonist = activates the H. glycines DAF-12 receptor ligand-binding domain. actives 1.8% (n = 370,000). AID 687014. HEK293 GAL4-hgDAF12 UAS-luciferase reporter, agonist luminescence; normalized to butyrate control. activation, % at 6.8 µM;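 active = activation above a cutoff set at the mean of all screened compounds plus 3 SD, cut at about 10% in these data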;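 also: 0% = DMSO wells and 100% = sodium butyrate wells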
DAX1 inh-2 = NR0B1 (DAX1) inhibition | P51843 | HEK293 Gal4-DAX1 luciferase reporter, luminescence | inhibition, % at 6.75 µM | actives 0.99% (n = 340,000) | AID 504766;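 active = inhibition above the mean over all tested compounds plus 3 SD, cut at about 4.2% in these data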;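 also: 0% = DAX1-transfected cells with DMSO and 100% = empty-vector control cells with DMSO; inhibition shows as a rise in luminescence from relieved DAX1 repression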
Target sequence (P51843 207-470 limits assumed): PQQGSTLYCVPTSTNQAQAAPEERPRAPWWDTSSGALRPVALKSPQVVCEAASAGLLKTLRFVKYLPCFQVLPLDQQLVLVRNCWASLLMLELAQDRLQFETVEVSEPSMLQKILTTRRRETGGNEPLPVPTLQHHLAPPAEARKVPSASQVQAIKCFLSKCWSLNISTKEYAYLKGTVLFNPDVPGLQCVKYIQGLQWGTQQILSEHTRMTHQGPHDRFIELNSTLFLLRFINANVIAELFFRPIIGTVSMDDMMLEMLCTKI
ADAM17 inh = inhibitors of human ADAM17; P78536; recombinant ADAM17, EDANS/DABCYL FRET peptide cleavage; inhibition, % at 6.95 µM; actives 0.83% (n = 370,000); AID 720648;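 active = inhibition above the mean of compounds lying between control limits plus 3 SD, set per campaign, cut at about 8.5% in these data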;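 also: 0% = DMSO-only wells as the low control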
SMARCA2 activ = activators of SMARCA2 function. MG213 cells, MMTV-luciferase reporter, dexamethasone, overnight. activation, % at 9.1 µM. actives 1% (n = 370,000); in the data active = activation above about 7.8%;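 also: 0% = vehicle wells and 100% = reference activator wells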
hcDAF12 agonist = activators of H. contortus DAF-12 nuclear receptor; activation, % at 6.8 µM; HEK293 hcDAF-12 lit1-tk-luc reporter, luminescence; 0% DMSO, 100% Δ7-dafachronic acid; actives 1.4% (n = 370,000);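 active = activation above the mean of all tested compounds plus 3 SD, cut at about 5.5% in these data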;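 also: 100% = response to 3 µM Δ7-dafachronic acid high control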
MBD2 DNA inh = inhibitors of human MBD2 binding to methylated oligonucleotide; Q9UBB5; TR-FRET; inhibition, % at 4.4 µM; actives 0.31% (n = 370,000); AID 686964; in the data active = inhibition above about 13%
PLC-gamma1 inh = PLC-gamma1 (human) inhibition, primary screen | P19174 | purified PLC-gamma1, fluorogenic substrate, fluorescence | inhibition, % at 12.2 µM | actives 0.84% (n = 370,000); in the data active = inhibition above about 9.5%
ssDAF-12 act = activators of S. stercoralis DAF-12 nuclear receptor; HEK293 ssDAF-12/GRIP1 lit1-tk-luc reporter, luminescence; % of 3 µM dafachronic acid response; activation, % at 6.8 µM; actives 1% (n = 370,000); AID 652126;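 active = activation above the mean over all tested compounds plus 3 SD, cut at about 0.9% in these data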;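 also: 0% = DMSO-only wells and 100% = 3 µM delta7-dafachronic acid wells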
Rev-erbA mod = Rev-erb alpha (human) modulation. AID 1259318. actives 0.79% (n = 370,000). Rev-erbα–FITC-DNA binding, fluorescence polarization, 90 min. activity, % at 10 µM. P20393;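 active = activity above about 14%, limit read from the data; passing the limit was not always enough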;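 also: 0% = DMSO wells with 35 nM protein and 100% = DMSO wells with 750 nM protein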
Target sequence (P20393 whole entry, looked up): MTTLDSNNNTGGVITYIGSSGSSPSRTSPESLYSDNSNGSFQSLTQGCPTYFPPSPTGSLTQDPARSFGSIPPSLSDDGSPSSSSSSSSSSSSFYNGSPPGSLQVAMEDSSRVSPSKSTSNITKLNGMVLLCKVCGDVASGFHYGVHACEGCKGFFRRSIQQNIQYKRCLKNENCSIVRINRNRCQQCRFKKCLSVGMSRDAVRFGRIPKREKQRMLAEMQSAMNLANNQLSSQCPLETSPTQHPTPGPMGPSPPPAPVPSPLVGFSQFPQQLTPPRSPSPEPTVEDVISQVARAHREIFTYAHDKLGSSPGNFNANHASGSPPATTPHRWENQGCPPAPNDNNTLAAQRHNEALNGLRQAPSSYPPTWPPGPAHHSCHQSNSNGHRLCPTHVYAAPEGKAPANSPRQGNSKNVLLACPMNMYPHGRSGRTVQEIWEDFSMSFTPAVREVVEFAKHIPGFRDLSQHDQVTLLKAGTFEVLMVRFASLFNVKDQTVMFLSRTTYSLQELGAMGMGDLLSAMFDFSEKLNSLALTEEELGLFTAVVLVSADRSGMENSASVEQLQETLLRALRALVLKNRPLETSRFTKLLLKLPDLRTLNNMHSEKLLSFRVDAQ
PLC-beta3 inh = PLC-beta3 (human) inhibition, primary screen; Q01970; Purified PLC-beta3, fluorogenic substrate, fluorescence; inhibition, % at 12.2 µM; actives 0.18% (n = 370,000); AID 720704; in the data active = inhibition above about 11%;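 also: 0% = median of compound wells on plate and 100% = full blocker control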
The depositor's hits bear a star; . = not tested or not shown. Compounds as they come. Share with any hit: about 7.4%.

SMILES	DAX1 inh-1	hgDAF12 agonist	DAX1 inh-2	ADAM17 inh	SMARCA2 activ	hcDAF12 agonist	MBD2 DNA inh	PLC-gamma1 inh	ssDAF-12 act	Rev-erbA mod	PLC-beta3 inh
COc1ccc(NCC(=O)Nc2c(C)cccc2C)cc1S(=O)(=O)N1CCOCC1	-0.2	-3.1	0.7	0	0	0.2	0	3	-0.9	0	4
O=C(c1cccc(F)c1)N(Cc1ccccn1)CC1CCCO1 (stereo not given)	0.3	-0.5	.	0	-5	-1.3	3	0	-0.2	-8	0
COc1cc2c(C)nc3onc(-c4ccccc4)c3c2cc1OC	-0.5	4.5	0.7	-25	-1	1.8	2	-15	-0.8	3	-21
C=CCN(CC#CC1=CCCCC1)CC1CC1	0.2	-2.5	.	2	-4	-1.0	-2	-1	-0.7	7	1
CC1CCc2nn(CC(=O)NCc3ccc4c(c3)OCO4)cc2C1 (stereo not given)	-0.2	-0.9	1.0	-3	-1	-1.9	3	0	-0.7	0	-3
CC1(C(=O)NCc2ccccc2Br)CCN1Cc1c(F)cccc1F (stereo not given)	0.2	3.5	.	-4	-3	-1.4	3	-2	-0.7	7	-2
O=C(C1CC1)N1CCc2cc(Br)cc(S(=O)(=O)N3CCCCCC3)c21	0.3	-0.1	0.2	0	-4	-2.8	-9	-3	-1.7	4	-1
COc1ccc(-n2c(Cn3c(=O)sc4ccccc43)nnc2SCC(=O)N2CCCC2)cc1	-1.8	-2.2	-0.9	-2	-2	-1.2	2	1	-1.3	-4	4
COc1ccc(-n2c(SCc3ccc([N+](=O)[O-])cc3)nnc2-c2ccc(C)cc2)cc1	-0.8	-3.0	-0.3	-5	-2	0.2	5	2	-0.7	-3	-1
Fc1ccccc1COc1ccc(/C=N/NC(=S)NCc2ccccc2)cc1	0.1	-2.3	-1.4	-3	-3	-1.1	-1	1	-1.3	0	3
COCCCN1C(=O)C(CC(=O)NC2CCCCC2)CC(C(=O)N(C(C)C)C(C)C)=C1C (stereo not given)	0.5	-1.4	.	0	1	1.0	-1	2	-0.8	3	3
c1ccc(-c2nnsc2-c2ccccc2)cc1	-0.5	-1.9	3.4	3	-2	-2.3	-6	4	-1.1	-4	2
COc1ccc(CCNC(=O)Cn2cc(C(F)(F)F)cc(Cl)c2=O)cc1	-0.4	-1.4	0.2	0	1	-2.0	-2	4	-0.1	0	4
CCCn1c(C)cc(C(=O)COC(=O)c2cc(S(=O)(=O)NCC(C)C)c(Cl)cc2Cl)c1C	0.3	0.8	-0.2	10*	0	0.3	0	7	-0.4	1	4
CC(=O)N1CCN(c2ccc(S(C)(=O)=O)cc2[N+](=O)[O-])CC1	0.0	1.6	-0.4	-1	0	0.0	-4	-1	-1.5	-6	-1
CC(=O)N1N=C(c2ccco2)CC1c1ccc(C)cc1 (stereo not given)	0.2	2.1	-0.7	-6	0	0.7	-1	-1	-0.6	-4	-3
Cc1cc2c(=O)n(Cc3ccco3)c(SCC(=O)c3ccc(Cl)s3)nc2s1	1.2	-0.9	-0.5	-3	-3	-1.2	-2	0	-1.2	0	1
COc1cc(Br)cc2cc(C(=O)N3CCN(C(=O)c4ccco4)CC3)c(=O)oc12	0.9	0.5	0.3	0	-2	-1.7	6	-3	-1.2	-8	-7
COc1cc(C(=O)N2CCN(C(=O)C3CCCO3)CC2)cc(OC)c1OC (stereo not given)	0.8	-0.3	0.7	-4	-3	-1.2	7	3	-1.4	-4	-5
COc1cc(F)ccc1-c1csc(C(NC(C)=O)c2ccc(F)c(F)c2)n1 (stereo not given)	1.9	3.4	.	-5	0	-0.2	2	-3	-0.9	2	-2

Continued; the last 3 above are carried over.
SMILES	DAX1 inh-1	hgDAF12 agonist	DAX1 inh-2	ADAM17 inh	SMARCA2 activ	hcDAF12 agonist	MBD2 DNA inh	PLC-gamma1 inh	ssDAF-12 act	Rev-erbA mod	PLC-beta3 inh
COc1cc(Br)cc2cc(C(=O)N3CCN(C(=O)c4ccco4)CC3)c(=O)oc12	0.9	0.5	0.3	0	-2	-1.7	6	-3	-1.2	-8	-7
COc1cc(C(=O)N2CCN(C(=O)C3CCCO3)CC2)cc(OC)c1OC (stereo not given)	0.8	-0.3	0.7	-4	-3	-1.2	7	3	-1.4	-4	-5
COc1cc(F)ccc1-c1csc(C(NC(C)=O)c2ccc(F)c(F)c2)n1 (stereo not given)	1.9	3.4	.	-5	0	-0.2	2	-3	-0.9	2	-2
Cc1cc(C)c(C#N)c(Nc2ccc3c(c2)OCCO3)n1	-0.2	1.6	1.5	-1	0	2.0	3	-3	-0.7	-2	-2
CC(C)C[C@@H](COCc1ccc(F)cc1)N1CCN(C(=O)c2cccc(C(F)(F)F)c2)CCC1=O	-2.3	0.8	.	1	4	0.6	-4	5	-0.6	1	0
OC[C@@H]1CN(Cc2ccccc2)C[C@H](n2cnc3c(N4CCCC4)ncnc32)O1	-1.1	-2.8	.	-4	-4	0.1	4	-1	-1.7	-1	2
O=C(COC(=O)c1cc(Br)ccc1O)NC1CCCCCC1	0.4	-2.4	-1.0	-6	-3	-0.5	6	0	-0.6	9	-12
Cc1cccc(N2CCN(Cc3ccoc3)CC2)c1C	1.7	0.4	-0.1	-3	-3	1.1	-2	1	-0.5	0	0
C[C@H](NC(=O)c1ccco1)C(=O)Nc1cccc([N+](=O)[O-])c1	0.4	2.9	5.3*	-3	-4	0.6	2	2	-1.8	-2	-2
Cc1cc(C)nc(NNC2=CC(=[N+]3CCCC3)CCC2)n1	0.3	2.0	-0.4	-4	-1	-0.8	-3	-5	-1.7	-5	-14
COc1ccc(S(=O)(=O)N2CCN(CC(=O)NC3CC3)CC2)cc1	0.2	-2.5	0.2	-4	0	-0.3	-1	2	-0.9	-2	-5
OCCC1CN(CC(c2ccccc2)c2ccccc2)CCN1C1CCCC1 (stereo not given)	0.1	0.3	0.2	-3	-5	1.0	-1	4	-0.6	7	4
O=C1NC(=Nc2ccc(O)cc2)S/C1=C/c1ccco1	-2.0	-1.0	-0.6	-4	-4	2.1	4	-2	-0.6	-3	-4
CCOC(=O)C1CCCN(C(=O)c2ccc(C)c(S(=O)(=O)N3CCCCC3)c2)C1 (stereo not given)	-0.7	-2.1	0.0	0	-1	-1.7	-3	1	-0.3	-2	-3
O=C(Nc1ccc2c(c1)OCCO2)C(c1ccnc2ccccc12)n1c(=O)c(-c2ccco2)nc2ccccc21 (stereo not given)	2.8	7.3	.	-14	4	5.1	-3	-20	1.5*	4	-30
Cc1nc(C)c(C(=O)OCC(=O)Nc2ccc(C)c(C)c2)s1	-2.3	0.0	-0.7	2	-2	-1.2	1	0	-1.1	-3	4
CN/C(=C/[N+](=O)[O-])NCCSCc1csc(CN(C)C)n1	1.3	1.6	1.0	-3	-3	-0.5	0	0	-0.8	-1	0
O=C(Nc1ccc2c(c1)OCO2)c1cccc(F)c1	1.2	9.7	1.9	0	2	0.8	5	2	-0.1	-9	3
Cc1ccc(NC(=S)NCC(O)c2ccccc2)c(C)c1 (stereo not given)	0.3	-0.7	1.2	1	-3	-1.5	-3	-1	-1.8	12	-3
O=C(CNC(=O)c1cccc(Br)c1)N/N=C/c1ccc[nH]1	-0.1	-1.2	1.7	6	-4	-1.1	1	1	-0.8	0	-1
COC(=O)[C@@]1(Cc2ccc(F)cc2)[C@H]2c3cc(C(=O)N4CCCC4)n(Cc4ccc(C(F)(F)F)nc4)c3C[C@H]2CN1C(=O)c1ccccc1	-0.6	-0.7	.	6	0	-2.0	-6	6	-1.7	-7	-1
O=C(NCCn1ccc2ccccc21)c1ccc(S(=O)(=O)N2CCOCC2)cc1	-1.2	5.6	0.0	-4	2	-0.2	2	0	-0.5	5	-4
O=C(c1cc(-c2ccccc2)nc2ccccc12)N1CCN(c2ccccn2)CC1	-1.5	-0.9	-1.4	4	0	-2.2	2	-1	-1.5	4	-1
COc1cccc(NC(=O)c2ccc3nc(C)sc3c2)c1	1.2	8.4	5.5*	0	2	5.8*	-1	4	-0.5	2	-2
N#Cc1c(SCC(N)=O)nc(-c2ccccc2)c2c1CCCC2	-0.2	-2.4	1.4	-2	-2	-2.3	3	-2	-1.5	6	-3
CCOc1cc(N2CCOCC2)c(OCC)cc1NC(=O)CSc1n[nH]c(N)n1	0.7	-1.9	1.4	0	-4	-2.0	-1	7	-1.7	0	4
CC(C)C[C@H](NC1(C(=O)NCCc2c[nH]c3ccccc23)CCC1)C(=O)NCCCc1ccccc1	.	2.7	.	8.8*	.	0.7	1	13*	-1.0	-4	7
CCOc1ccc(N(CC(=O)OC)S(=O)(=O)c2ccc(OC)c(OC)c2)cc1	0.3	0.0	-1.4	7	-4	-0.1	-2	2	-1.1	-6	2
COC(=O)c1sc2ncn(CC(=O)N(C)C3CCCCC3)c(=O)c2c1C	-0.3	1.3	0.3	-4	-2	-0.7	4	-1	-0.5	-3	-4
COc1ccc(C(=O)O/N=C/c2ccc(S(=O)(=O)c3ccc(Cl)cc3)nc2)cc1	0.0	2.1	2.6	6	-4	0.2	-1	7	-0.7	-10	-1
COc1ccccc1NC(=O)c1ccc(S(=O)(=O)N2CCCC(C)C2)cc1 (stereo not given)	-0.4	-2.3	-0.6	2	1	-2.5	1	1	-1.3	-3	-3
COc1cc(OC)cc(C(=O)Nc2nnc(Cc3ccc(OC)c(OC)c3)s2)c1	0.2	0.7	-0.4	-3	0	0.7	4	0	-2.1	4	-1
Cc1ccc(S(=O)(=O)n2nc(C)cc2C)cc1	0.1	-2.1	0.9	1	1	-1.5	0	-1	-1.2	-1	-1
CCN1CCN(CCNC(=O)C2CCCN(Cc3nc(-c4cccc(Cl)c4)oc3C)C2)CC1 (stereo not given)	0.0	-2.6	-0.6	-6	-2	-3.8	7	0	-1.3	0	-1
O=C(C1CCC1)N1CCc2cc(S(=O)(=O)NCc3ccccn3)ccc21	-1.2	3.7	-1.3	-7	0	-1.7	2	1	-1.5	-1	-1
N#Cc1c2n(c3c(=S)nc[nH]c13)CCCCC2	-0.1	-1.6	0.1	3	0	-0.1	-1	8	-1.8	-2	5
O=C(CCC1CCCCC1)NCCN1C2=NC[C@@H](Cc3ccccc3)N2C[C@H]1Cc1ccc(O)cc1	-0.8	0.9	0.2	-3	0	-0.3	0	4	-1.1	-1	2
COc1ccc(S(=O)(=O)Nc2ccc(C(F)(F)F)cc2)cc1OC	0.2	1.9	-1.1	0	0	-1.2	5	1	-1.4	5	-3
CCOC(=O)C(NC(C)=O)(N1CCc2ccccc2C1)C(F)(F)F (stereo not given)	0.7	1.9	-0.1	-3	-2	-1.0	3	2	-0.7	-2	1
COC(=O)C1=C(C)NC(C)=C(C(=O)OC)C1c1ccccc1OCc1c(C)no[n+]1[O-]	-0.2	-2.5	-0.5	-18	-2	-1.3	0	-32	-1.7	1	-48
Cc1ccnc2nc(C(=O)Nc3nccs3)nn12	0.9	3.4	1.2	-1	2	0.7	-1	-1	-0.8	-1	2
CC1CCCCC12NC(=O)N(CC(=O)Nc1ccccc1-c1ccccc1)C2=O (stereo not given)	-0.1	0.8	-0.3	2	-2	-0.6	1	5	-1.5	-2	3
Cc1ccc(OCC(=O)N/N=C/c2cn(Cc3ccccc3)c3ccccc23)cc1	-0.3	0.0	-2.1	6	-4	0.3	-2	2	-1.0	2	0

Compound activity (PubChem BioAssay)
